Assay outcomes deposited in PubChem BioAssay by The Scripps Research Institute Molecular Screening Center.
M1 ag = human M1 muscarinic receptor agonists, primary screen, Fluo-8 calcium fluorescence, CHO-K1 cells, HTS; Muscarinic acetylcholine receptor M1 (Homo sapiens), P11229; AID 588814, 2011; 360,000 compounds, 0.33% hits; activation, % at 3 µM; CHO-K1 hM1, agonist mode; 0% DMSO, 100% acetylcholine EC100;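 active = activation above the run's mean compound activation plus 3 SD, cut at about 16% in these data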;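 note: peak over basal fluorescence ratio within a 140 s kinetic read after compound addition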
V1R ag counter = agonists of human V1a receptor, primary screen, counter-screen for OXTR agonist project, fluorescence, CHO-V1R cells; activation, % at 3 µM; Vasopressin V1a receptor (Homo sapiens), P37288; Fluo-8 calcium fluorescence, agonist mode; 0% DMSO, 100% 3 nM vasopressin; 320,000 compounds, 0.25% hits; AID 2797, 2010;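 active = activation above the mean activation of all tested compounds plus 3 SD, per screening run, cut at about 20% in these data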;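 note: signal is peak over basal fluorescence ratio across a 100 second FLIPR read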
M1 PAM = human M1 muscarinic receptor positive allosteric modulators, primary screen, CHO-K1 cells, Fluo-8 calcium fluorescence, 1536-well; CHO-K1 hM1, ACh EC20; 0% = ACh EC20, 100% = maximal ACh; activation, % at 3 µM; 360,000 compounds, 0.088% hits; in the data active = activation above about 19%, passing the limit was not always enough
OXTR potentiate = human OXTR potentiators, primary screen, fluorescence, CHO-OTR cells, Fluo-8 calcium. Oxytocin receptor (Homo sapiens), P30559. Fluo-8 calcium fluorescence, potentiator mode; 0% = oxytocin EC15, 100% = EC100. activation, % at 3 µM. 320,000 compounds, 0.061% hits. AID 2445, 2010;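 active = activation above that plate's cutoff, the mean activation of tested compounds plus 3 SD, cut at about 6.6% in these data, passing the limit was not always enough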;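 note: 100% uses oxytocin at 75 nM as the full agonist control; some results filed as inactive read as strong as hits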
Target sequence (P30559 whole entry, looked up): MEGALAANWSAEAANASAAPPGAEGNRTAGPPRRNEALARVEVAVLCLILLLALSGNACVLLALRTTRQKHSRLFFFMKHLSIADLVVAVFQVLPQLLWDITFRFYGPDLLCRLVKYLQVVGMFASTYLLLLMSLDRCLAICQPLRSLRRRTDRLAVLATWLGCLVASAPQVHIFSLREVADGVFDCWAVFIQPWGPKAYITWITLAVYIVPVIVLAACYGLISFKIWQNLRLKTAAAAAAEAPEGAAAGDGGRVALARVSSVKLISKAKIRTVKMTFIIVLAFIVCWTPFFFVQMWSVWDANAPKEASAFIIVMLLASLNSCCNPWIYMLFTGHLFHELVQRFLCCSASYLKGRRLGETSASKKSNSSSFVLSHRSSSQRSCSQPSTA
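Measured by – Fluo-8 calcium dye fluorescence · Test system – human OTR in CHO cells · Dosing – one concentration, 3.0 µM compound · Controls – EC15 oxytocin alone as 0%, 75 nM oxytocin as 100% · Evaluation – normalized max/min fluorescence ratio, % activation · Timing – 6 min pre-incubation, 100 s read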
CHO parental Ca = ATP-evoked calcium signal inhibitors, parental CHO, primary screen, counter-screen for OX1R antagonist project, cell-based, fluorescence, Fluo-8 calcium dye | parental CHO-K1, ATP-induced calcium, Fluo-8 fluorescence | inhibition, % at 5.6 µM | 330,000 compounds, 0.63% hits | AID 463079, 2010;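 active = inhibition above that plate's mean sample inhibition plus 3 SD, cut at about 26% in these data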;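 note: 0% = ATP-challenged DMSO wells and 100% = DMSO wells without ATP; some compounds past the cut are filed as inactive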
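Material: parental CHO cells / Compound: single nominal dose of 5.6 µM per compound / Signal: Fluo-8 fluorescence / Replicates: singlicate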
TAAR1 antag = human TAAR1 antagonists, primary screen, Fluo-8 calcium fluorescence, CHO RD-HGA16 cells. AID 624466, 2012. Trace amine-associated receptor 1 (Homo sapiens), Q96RJ0. inhibition, % at 3 µM. antagonist. 360,000 compounds, 1.5% hits;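 active = inhibition above a per-plate cutoff, the mean inhibition of test compounds on that plate plus 3 SD, cut at about 49% in these data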;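 note: 0% = DMSO plus EC80 beta-PEA response and 100% = DMSO alone without agonist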
Target sequence (Q96RJ0 whole entry, looked up): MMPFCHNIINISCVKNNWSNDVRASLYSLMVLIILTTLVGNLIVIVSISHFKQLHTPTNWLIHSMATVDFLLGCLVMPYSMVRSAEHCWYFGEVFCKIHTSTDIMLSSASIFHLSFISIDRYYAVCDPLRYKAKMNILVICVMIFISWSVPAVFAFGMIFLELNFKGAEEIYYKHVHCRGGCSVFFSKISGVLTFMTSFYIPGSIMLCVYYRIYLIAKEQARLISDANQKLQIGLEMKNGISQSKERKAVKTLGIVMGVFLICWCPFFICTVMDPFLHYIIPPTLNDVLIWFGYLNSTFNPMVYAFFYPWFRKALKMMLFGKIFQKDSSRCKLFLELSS
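test system = CHO RD-HGA16 cells bearing hTAAR1 | replication = singlicate | controls = DMSO-only wells and EC80 β-PEA-stimulated wells | reagent = EC80 β-phenethylamine stimulus | read-out basis = percent inhibition of PEA-evoked calcium signal, max/basal emission ratio | schedule = seeding 17-24 h prior, 75-min 37 °C, 30-min RT dye loading | signal = kinetic Fluo-8 calcium fluorescence measurement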
CHRM1 antagonist = human M1 muscarinic receptor antagonists, primary screen, CHO-K1 cells, Fluo-8 calcium fluorescence, 1536-well; 360,000 compounds, 1.3% hits; inhibition, % at 3 µM; AID 588852, 2011; Muscarinic acetylcholine receptor M1 (Homo sapiens), P11229; CHO-K1 hM1, ACh EC80 antagonist;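 active = percent inhibition above its own plate's cutoff, namely the mean of that plate's compound wells plus 3 SD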;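 note: peak over basal fluorescence ratio during 140 s after agonist addition; 0% = ACh EC80 plus DMSO and 100% = DMSO alone without agonist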
TAAR1 ag = human TAAR1 agonists, primary screen, Fluo-8 calcium fluorescence, CHO RD-HGA16 cells; 360,000 compounds, 0.99% hits; Trace amine-associated receptor 1 (Homo sapiens), Q96RJ0; vehicle wells 0%, saturating PEA agonist 100%; activation, % at 3 µM;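 active = activation above the mean activation of all test compounds in the run plus 3 SD, cut at about 38% in these data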
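System: CHO-derived RD-HGA16 cells with stable Gα16 and human TAAR1. Times: 17-24 h plating, Fluo-8 75 min 37 °C, 30 min RT. Measured by: calcium-sensitive Fluo-8 signal, excitation 470-495, emission 515-575 nm. Read-out basis: % activation relative to PEA EC100 response. Control set: DMSO and PEA EC100. Repeats: no replicates (n 1).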
OXTR ag = human OXTR agonists, primary screen, fluorescence, CHO-OTR cells, Fluo-8 calcium | 320,000 compounds, 0.32% hits | AID 2435, 2010 | Fluo-8 calcium fluorescence; normalized: DMSO 0%, oxytocin 100% | activation, % at 3 µM;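 active = activation above the mean of all tested compounds plus 3 SD, cutoff set per screening run, cut at about 20% in these data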;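 note: peak over basal fluorescence ratio from a 100 s FLIPR kinetic read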
An asterisk follows results filed as active; . = no result given.

SMILES | M1 ag | V1R ag counter | M1 PAM | OXTR potentiate | CHO parental Ca | TAAR1 antag | CHRM1 antagonist | TAAR1 ag | OXTR ag
CN(C)[C@@H](CO)c1nnc([C@H](CC(=O)O)NC(=O)C2CCNCC2)o1 | 0 | 0.2 | 0 | 5 | -5 | -1 | 4 | 15 | -0.2
CC1CCCN(C(=O)COC(=O)CNS(=O)(=O)c2ccc3ccccc3c2)C1 (stereo not drawn) | -5 | 2.0 | -6 | -3 | 3 | -10 | 10 | 2 | 1.2
CC1CCCC(C)N1C(=O)CSc1nnnn1-c1cccc2c1CCCC2 (stereo not drawn) | -5 | 0.5 | -3 | -21 | -16 | -7 | -16 | 8 | -1.6
CC(=O)NCCc1ccc(S(=O)(=O)N2CCCC2)cc1 | -4 | 0.4 | 4 | -5 | -10 | 21 | -10 | 17 | -0.1
COc1cccc(Cl)c1NC(=O)N1CCc2c([nH]c3ccccc23)C1C(F)(F)F (stereo not drawn) | 0 | 1.4 | -13 | -8 | 1 | -12 | 23 | 0 | -1.9
COc1ccc(Nc2oc(-c3ccc(OC)cc3)nc2C#N)cc1 | -4 | 0.1 | 4 | -5 | -5 | -11 | -6 | 2 | -0.4
O=C(c1cc(C2CCCCN2S(=O)(=O)c2cccs2)on1)N1CCOCC1 (stereo not drawn) | -7 | . | -20 | . | . | -3 | 24 | 1 | .
Cc1cccc(NC(=O)CSc2cn[nH]n2)c1 | -3 | 1.2 | 11 | -13 | 9 | -9 | -9 | -4 | 0.1
Cc1cccc(Cl)c1NC(=S)NN | -3 | 0.3 | 10 | -9 | -13 | -3 | -9 | -1 | -1.9
O=C(O)C1CCCN1S(=O)(=O)c1cccc2nsnc12 (stereo not drawn) | -3 | 0.7 | -7 | -6 | 1 | 3 | 7 | 1 | 0.1
Cc1ccc(S(=O)(=O)c2cn(Cc3ccc(F)cc3)c3cc4c(cc3c2=O)OCO4)cc1 | -3 | -0.8 | 1 | -7 | -10 | 6 | -8 | 6 | -0.2
CC(C)CC1Nc2ncnc(N3CCCCC3)c2N(Cc2ccccc2)C1=O (stereo not drawn) | -12 | -0.3 | 19 | -10 | -18 | . | -12 | . | 12
Cn1nc(C(F)(F)F)c(C(=O)Nc2ccc(F)cc2F)c1Oc1cccc(Cl)c1 | -7 | -2.0 | -5 | -2 | -41 | 7 | 2 | 1 | -0.9
CC(NC(=O)c1ccccc1Cl)C(=O)Nc1ccc2c(c1)OCO2 (stereo not drawn) | 0 | . | 1 | . | . | -18 | 0 | 6 | .
CCCn1c(SCCN2CCOCC2)nc2c1c(=O)n(C)c(=O)n2C | -6 | . | 9 | . | . | -1 | -23 | 0 | .
Cc1ccc2cc(C#N)c(N3CCCN(S(=O)(=O)c4ccccc4)CC3)nc2c1 | -1 | 0.2 | 13 | -6 | -15 | 17 | -14 | 3 | -1.0
O=C(Nc1ccc(Cl)c(Cl)c1)N1CCSC1c1ccco1 (stereo not drawn) | 2 | 4.7 | -9 | -20 | 19 | 19 | 19 | 12 | 18
Cc1ccc(OCCOCCN2CCCCC2)c([N+](=O)[O-])c1 | -11 | 0.5 | 11 | -7 | -9 | -5 | -8 | 12 | 0.7
O=C1COc2ccc(C(=O)COC(=O)/C=C/c3ccc(Br)o3)cc2N1 | -1 | 1.3 | 1 | 5 | -6 | 3 | -1 | 3 | 1.7
CN(Cc1ccccc1)C(=O)CCS(=O)(=O)c1cc2c(cc1Cl)NC(=O)CO2 | -8 | 1.1 | 2 | 0 | -4 | -10 | -4 | 1 | -1.2
O=C(COC(=O)c1cccnc1Cl)c1cccc(Cl)c1 | -3 | 0.1 | 7 | 0 | -3 | 5 | -7 | 7 | 0.7
CN(C(=O)CC1C(=O)NCCN1C/C=C/c1ccccc1)C1CCOCC1 (stereo not drawn) | -2 | 0.6 | 6 | -7 | 2 | -19 | -4 | 1 | 0.3
CCCCCC(=O)N1CCCCC1 | -5 | 0.5 | 9 | -3 | -3 | 7 | 2 | 1 | 2.0
c1ccc(CCn2nnnc2C(c2cccnc2)N2CCN(c3nc4ccccc4s3)CC2)cc1 (stereo not drawn) | 10 | 4.8 | 2 | -6 | 5 | 3 | -17 | 25 | 3.9
Cc1cc2c(ccc3c2no[n+]3[O-])nn1 | -2 | -0.4 | 9 | -9 | -6 | -3 | -7 | -1 | 0.2

(further entries)
SMILES | M1 ag | V1R ag counter | M1 PAM | OXTR potentiate | CHO parental Ca | TAAR1 antag | CHRM1 antagonist | TAAR1 ag | OXTR ag
Cc1cc(NS(=O)(=O)c2ccc(Cl)cc2)nn1CC(=O)NCc1ccco1 | -4 | 0.9 | 4 | -8 | -13 | 3 | -21 | 2 | -0.6
Cc1c(Cc2ccccc2)c(=O)oc2c(C)c(OCc3nn[nH]n3)ccc12 | -1 | 0.7 | -4 | -4 | -16 | -1 | -11 | 11 | -0.2
CCc1ccc(S(=O)(=O)NCCc2cn3ccsc3n2)s1 | 0 | 0.4 | 8 | 2 | -4 | 10 | -6 | 3 | -0.4
Cc1nnc(SCC(=O)Nc2ccc(N3CCOCC3)cc2)o1 | -2 | -0.7 | 4 | -10 | 1 | 4 | -5 | 0 | 0.3
Cc1cc(C)c2sc(N(CCCN(C)C)C(=O)COc3ccc(Cl)cc3)nc2c1 | -3 | 5.7 | -2 | -24 | 7 | 20 | 18 | 35 | 15
CC(C)(c1ccccc1)c1ccc(OCCCN2CCNCC2)cc1 | -8 | 5.5 | 3 | -3 | 4 | 3 | 4 | 50* | 8.7
c1ccc2c(c1)OCC(c1nnc3sc(-c4cnccn4)nn13)O2 (stereo not drawn) | -4 | 1.1 | 3 | 0 | 0 | 4 | -4 | 8 | 0.0
Clc1cccc(OCCCN2CCCC2)c1Cl | -9 | -0.3 | -6 | 1 | -9 | -10 | 5 | 7 | 0.9
Fc1cccc(Cl)c1C1Nc2cccc3cccc(c23)N1 | -2 | 0.5 | 9 | -21 | 5 | -10 | -14 | 0 | 3.8
COc1ccc(C2=CC(c3ccc(OC)c(OC)c3)NC(=S)N2)cc1 (stereo not drawn) | -2 | 0.0 | -2 | -12 | -19 | 0 | 0 | 2 | -0.2
O=C(CC1SC(=O)N(c2ccccc2)C1=O)Nc1ccccc1 (stereo not drawn) | -4 | -0.2 | 7 | -1 | -5 | -11 | -3 | 23 | 1.3
O=C1Cc2ccccc2C(c2ccccc2)N1 (stereo not drawn) | 0 | 0.7 | 11 | -4 | 8 | -6 | -13 | -1 | 0.3
CNS(=O)(=O)c1cccc(C(=O)NCC2(N3CCCCC3)CCCCC2)c1 | -5 | 1.3 | 2 | -5 | -14 | -13 | -7 | 0 | 1.0
COc1ccccc1CN1CC(C(=O)NCC2CCCO2)CC1=O (stereo not drawn) | -1 | -0.3 | 1 | -11 | 2 | -14 | 1 | 5 | 1.1
CCOc1ccc(NC(=O)Cn2c(=O)n(CC3CCCO3)c(=O)c3ccccc32)cc1 (stereo not drawn) | 2 | 0.9 | 10 | -1 | -12 | -17 | -12 | 1 | -0.6
COc1ccc(C(=O)/C=C/C(=O)N(CC(=O)NC2CCCCC2)Cc2ccc(F)cc2)c(O)c1 | -5 | . | 0 | . | . | 23 | 7 | 23 | .
COc1ccc(-n2cnc3cc(NC(=O)c4ccco4)ccc32)cc1 | 0 | 2.0 | 5 | -10 | 3 | . | -1 | . | 3.6
CCOC(=O)c1oc2ccccc2c1NC(=O)c1cccs1 | -6 | -1.3 | -4 | -6 | -12 | 13 | -1 | 13 | -1.1
O=C(c1ccc2nccnc2c1)N1CCCC(Nc2ccc(F)c(F)c2)C1 (stereo not drawn) | -2 | -0.1 | 11 | -7 | -18 | 3 | -16 | 1 | -0.7
COc1cccc(CNC(=O)CN2C(=O)COc3ccc(S(=O)(=O)N4CCCC4)cc32)c1 | -5 | -1.4 | 4 | -3 | -4 | -16 | -9 | 8 | -0.6
Cc1ccc(NC(=O)C2CC(=O)N(Cc3ccccc3)C2)nc1 (stereo not drawn) | -1 | 0.3 | 4 | -3 | 1 | -12 | 5 | 2 | -0.3
Cc1cccc(N2CCN(CC(=O)NCc3ccc(Cl)cc3)CC2)c1C | 0 | 3.4 | 6 | -12 | -2 | -21 | -7 | 3 | 0.4
O=C(O)CCCc1ccc2c(c1)CCc1ccccc1-2 | -2 | 3.0 | 9 | -1 | 2 | 1 | -11 | 0 | 5.0
O=C(O)c1cc2nc3c(c(C(F)(F)F)n2n1)CCCC3 | -6 | -0.2 | 3 | 2 | -2 | 6 | 4 | 12 | -0.7
Cc1c(Nc2scc(-c3ccccc3)[n+]2-c2ccccc2)c(=O)n(-c2ccccc2)n1C | -9 | -1.4 | 6 | -11 | -27 | . | -3 | . | -2.5
CCOC(=O)N1CCN(CC(O)COC(CC)c2ccccc2)CC1 (stereo not drawn) | -5 | 4.8 | 1 | -7 | -6 | 8 | -4 | 9 | 1.2

4 compounds picked at random from those above, as already listed:
SMILES | M1 ag | V1R ag counter | M1 PAM | OXTR potentiate | CHO parental Ca | TAAR1 antag | CHRM1 antagonist | TAAR1 ag | OXTR ag
O=C1Cc2ccccc2C(c2ccccc2)N1 (stereo not drawn) | 0 | 0.7 | 11 | -4 | 8 | -6 | -13 | -1 | 0.3
CCOC(=O)c1oc2ccccc2c1NC(=O)c1cccs1 | -6 | -1.3 | -4 | -6 | -12 | 13 | -1 | 13 | -1.1
Cc1cccc(N2CCN(CC(=O)NCc3ccc(Cl)cc3)CC2)c1C | 0 | 3.4 | 6 | -12 | -2 | -21 | -7 | 3 | 0.4
COc1ccc(C(=O)/C=C/C(=O)N(CC(=O)NC2CCCCC2)Cc2ccc(F)cc2)c(O)c1 | -5 | . | 0 | . | . | 23 | 7 | 23 | .
